# Screens deposited in PubChem by several laboratories.
# NS5 inhibitors = flavivirus cap methylation enzyme inhibition – biochemical, confirmation dose response, primary screen (AID 588689). hit rate 0.3% among 340,000. Dengue-2 NS5 methyltransferase capping enzyme assay, biochemical; higher % means a stronger effect. inhibition, % at 25 µM, or IC50 in µM where a hit was titrated; in the data active means a potency from the dose series
# K1F lysis inhibition = inhibition of K1F phage lysis, E. coli UTI89, bacterial capsule biogenesis inhibitors, alamar blue (AID 488966). inhibition, % at 100 µM, or IC50 in µM where a hit was titrated. hit rate 0.02% among 340,000. E. coli UTI89 K1F phage lysis, alamar blue, 2 h; higher % means a stronger effect;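 active means phage lysis inhibition, versus mean bacterial control, above a set limit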;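 further: capsule biogenesis inhibitors block K1F phage lysis so surviving cells raise fluorescence; higher fluorescence means more inhibition of phage lysis; actives were called in the ten point dose series up to 300 µM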
# NTR1 agonist = NTR1-driven beta-arrestin-GFP spot formation – imaging, U2OS cells, high content, primary screen (AID 493036) | agonist mode | P30989 | activation, % at 20 µM | hit rate 0.17% among 330,000;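 active means activation at or above 40% of the spot to cytoplasm intensity ratio, with at least 20 cells analyzed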;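 further: 0% = DMSO without peptide and 100% = 100 nM NTR1 peptide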
# Target sequence (P30989 whole entry, looked up): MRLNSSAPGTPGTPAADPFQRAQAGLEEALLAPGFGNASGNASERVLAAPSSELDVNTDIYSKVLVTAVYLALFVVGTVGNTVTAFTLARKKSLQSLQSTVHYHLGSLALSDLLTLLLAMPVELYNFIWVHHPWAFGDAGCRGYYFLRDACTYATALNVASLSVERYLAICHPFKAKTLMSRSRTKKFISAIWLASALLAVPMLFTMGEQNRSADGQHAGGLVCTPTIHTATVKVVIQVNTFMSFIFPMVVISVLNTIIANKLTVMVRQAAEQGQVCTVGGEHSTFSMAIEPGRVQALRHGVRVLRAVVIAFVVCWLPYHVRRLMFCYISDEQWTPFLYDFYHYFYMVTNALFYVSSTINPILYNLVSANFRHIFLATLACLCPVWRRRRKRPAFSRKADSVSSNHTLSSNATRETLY
# NTR1 agonist cell count 20 µM = further read-out of NTR1 agonist, marked with its call; cell count; measured here: cell count, cytotoxicity flag
# NS5 inhibitors pilot replicate = also measured in NS5 inhibitors; calls as there; inhibition, %; measured here: pilot screen replicate inhibition
# * hit, by the source's call; [ ] = remark or other dose. These rows are one share of the data; rates above refer to the full screens.
SMILES,NS5 inhibitors,K1F lysis inhibition,NTR1 agonist,NTR1 agonist cell count 20 µM,others
Cc1ccc(C(=O)OCC(=O)NC(C)C2CC3CCC2C3)cc1N (stereo not given),6%,0.8%[50 µM],0.7,48,
CCN(CC)CCCN=C1N[C@@H](c2cccc(C(F)(F)F)c2)C(C(=O)OC)=C(C)N1CC,-5%,0.1%,3.5,58,
COc1ccc2[nH]c3c(c2c1)CCN1C(=O)C(CC(=O)NCC24CC5CC(CC(C5)C2)C4)C[C@H](C(=O)N(C(C)C)C(C)C)[C@@]31C (stereo not given in full),0%,0.4%,4.8,62,
COc1cc(N)c(Cl)cc1C(=O)OCC(=O)Nc1ccc(N2CCOCC2)cc1,7%,1.2%[50 µM],-0.8,62,
C=CC[C@@H](CC(=O)N(CCO)Cc1ccccc1)C(=O)N[C@H](COC(=O)[C@@H](CC=C)Cc1ccc(F)cc1)Cc1ccccc1,-11%,-1.3%,7.8,46,
CC(=O)c1ccc(OC(=O)CCNC(=O)c2ccccc2)cc1,-1%,0.7%[50 µM],-2.1,65,
Cn1cccc1C(=O)NC(=O)COC(=O)c1ccc(S(C)(=O)=O)c([N+](=O)[O-])c1,-27%,-0.8%,14,55,
CCN(CC(=O)NCc1cccs1)C(=O)Cc1ccc(Cl)c(Cl)c1,0%,-1.1%,2.1,60,
CC(=O)c1ccc(S(=O)(=O)NCC(=O)NC(c2nc3ccccc3[nH]2)C(C)C)cc1 (stereo not given),3%,0.7%[50 µM],-1.5,58,
O=C(COC(=O)/C=C/c1cc(Br)ccc1F)NC1CC1,5%,-0.8%,1.6,55,
Cc1cc(C(=O)OCC(=O)NCCN2C(=O)CSC2=O)ccc1[N+](=O)[O-],-5%,0.9%[50 µM],0.0,53,
CCN(CC(=O)NCc1cccs1)C(=O)c1ccc(S(=O)(=O)N(C)c2ccccc2)cc1,-12%,0.5%,1.1,52,
CCN(C[C@H]1N[C@@](CC)(C(=O)OC)[C@H]2C(=O)N(C)C(=O)[C@@H]12)C(=O)Nc1ccc(F)cc1,-1%,0.3%,-1.8,46,NS5 inhibitors pilot replicate=-2.8
CC(C)NC(=O)N(C)C[C@H]1Oc2c(NC(=O)Nc3ccc4c(c3)OCO4)cccc2C(=O)N([C@H](C)CO)C[C@@H]1C,-27%,0.2%,-3.2,16,NS5 inhibitors pilot replicate=-22
CC(Sc1nnc(-c2cccnc2)n1N)C(=O)Nc1ccc2c(c1)OCCO2 (stereo not given),-1%,0.4%[50 µM],1.4,65,
COc1ccc(CNC(=O)COC(=O)c2ccc(S(=O)(=O)N3CCCCC3)cc2)cc1,2%,-0.5%,0.9,56,
Cc1cccc(NC(=O)CN2CCN(C(=O)c3ccc(-c4nc5ccccc5s4)o3)CC2)c1C,-4%,0.4%[50 µM],16,52,
COc1ccc(C)cc1N1CC(C(=O)OCc2nc(N)nc(Nc3ccccc3C)n2)CC1=O (stereo not given),2%,-0.1%[50 µM],0.8,60,
CCOC(=O)C1CCN(C(=O)COC(=O)/C=C/c2ccc([N+](=O)[O-])cc2)CC1,6%,1.0%[50 µM],-0.8,57,
CCOC(=O)CCCCCC(=O)Nc1ccc2c(c1)CC(=O)N([C@@H](C)CO)C[C@@H](C)[C@@H](CN(C)C(=O)Nc1ccc(C(F)(F)F)cc1)O2,-6%,4.9%,-0.3,59,
Cn1nnnc1Sc1ncnc2scc(-c3ccc(-c4ccccc4)cc3)c12,-11%,0.7%,3.7,49,
Cc1ccc(NS(=O)(=O)c2ccc(C(C)C)cc2)cc1S(=O)(=O)N1CCOCC1,-7%,-0.3%[50 µM],1.7,56,
COC(=O)c1ccc2c(c1)c(-c1ccccc1)c(-c1ccccc1)n2C,4%,0.2%,9.4,75,NS5 inhibitors pilot replicate=4.2
COc1cccc(NC(=O)CSc2nnc3ccc(-c4ccccn4)nn23)c1,-6%,1.0%[50 µM],2.2,75,
COc1cc(C=NNC(=O)c2ccc(NS(=O)(=O)c3cccs3)cc2)cc(Br)c1O,9%,-3.3%,0.5,52,
Cc1ccc(-c2csc(NCCn3c(C)nc4cc(C(F)(F)F)ccc43)n2)cc1,14%,4.3%,9.0,47,
CNC[C@H]1Oc2c(NS(=O)(=O)c3ccccc3)cccc2C(=O)N([C@H](C)CO)C[C@@H]1C,7%,0.7%,2.3,58,
COc1ccc(-c2sc3ccccc3c2-c2ccc(OCCN3CCOCC3)cc2)cc1,-4%,0.1%,8.1,55,
Cc1ccc(S(=O)(=O)N2CCN(C(=O)COC(=O)/C=C/c3ccc([N+](=O)[O-])cc3)CC2)c(C)c1,-6%,0.5%[50 µM],-0.6,55,
CN(CC(=O)Nc1cccc(Cl)c1)C1=NS(=O)(=O)c2ccccc21,0%,2.5%,-0.9,50,
COCCCNC(=O)CC1C[C@H](C(=O)N(C(C)C)C(C)C)[C@@]2(C)c3[nH]c4ccccc4c3CCN2C1=O (stereo not given in full),5%,-0.1%,-1.9,52,
CNc1nnc(SCC(=O)N2c3ccccc3NC(=O)CC2C)s1 (stereo not given),-3%,1.1%[50 µM],0.6,54,
CC(Sc1nnc(COc2ccc(Cl)cc2)o1)C(=O)Nc1ccc(N2CCOCC2)cc1 (stereo not given),1%,0.9%[50 µM],2.2,59,
C[C@H](CO)N1C[C@H](C)[C@@H](CN(C)CC2CCCCC2)Oc2ccc(NC(=O)Cn3cnnn3)cc2C1=O,-10%,-1.5%,-1.4,51,
CSCCC(NC(=O)c1ccccc1Cl)C(=O)NCCc1ccccn1 (stereo not given),-5%,0.7%[50 µM],-1.0,75,
C[C@H](CO)N1C[C@H](C)[C@@H](CN(C)C(=O)Nc2ccc3c(c2)OCO3)Oc2c(NC(=O)Cc3ccccc3)cccc2C1=O,0%,0.2%,0.0,53,NS5 inhibitors pilot replicate=0.9
O=C(COC(=O)c1ccc(F)c(S(=O)(=O)N2CCOCC2)c1)c1ccc(Br)cc1,-12%,0.7%[50 µM],-0.7,81,
CC(=O)c1ccc(OCC(=O)OCC(=O)N(CC(C)C)c2c(N)n(Cc3ccccc3)c(=O)[nH]c2=O)cc1,2%,1.1%[50 µM],0.6,96,
Cc1cccc(NC(=O)C(C)Sc2nc3nc(C)cc(C)n3n2)c1 (stereo not given),-14%,2.2%,0.6,68,
CC(=O)c1cccc(NC(=O)C(C)OC(=O)c2cc(C)oc2C)c1 (stereo not given),4%,0.7%[50 µM],0.7,61,
COc1cccc(CN(C)CC(=O)Nc2cc(S(=O)(=O)N3CCCC3)ccc2Cl)c1OC,2%,0.2%[50 µM],4.5,69,
C[C@H](CO)N1C[C@H](C)[C@@H](CN(C)CC2CCCCC2)Oc2c(NS(=O)(=O)c3ccccc3)cccc2C1=O,-2%,0.8%,1.3,62,
Cc1sc2ncnc(NS(=O)(=O)c3ccc(Cl)cc3)c2c1C,-1%,0.3%[50 µM],9.3,51,
COc1ccc(C(CNC(=O)c2cccc(S(=O)(=O)N3CCOCC3)c2)N2CCCC2)cc1 (stereo not given),-1%,0.4%[50 µM],-1.3,66,
Cc1ccc(NC(=O)c2nc[nH]c2C(=O)NCCCCNC(=O)c2[nH]cnc2C(=O)Nc2ccc(C)cc2)cc1,2%,1.7%,20,60,
COC(=O)[C@@]1(C)[C@H]2C(=O)N(Cc3ccccc3)C(=O)[C@H]2[C@H]2CN=C(SC)N21,-5%,0.2%,0.6,69,NS5 inhibitors pilot replicate=-7.0
CCC(CO)Oc1cc(NCc2cc(C)cc(C)c2)c2ncn(C(C)C)c2c1 (stereo not given),-2%,-1.6%,4.3,62,
CC1CCN(C(=O)CN2C(=O)NC3(CCCc4ccccc43)C2=O)CC1 (stereo not given),-4%,0.0%[50 µM],1.0,46,
CCC(=O)Nc1ccc(C(=O)COC(=O)c2sc(C)nc2C)cc1,-3%,-1.1%,-0.5,87,
CCOC(=O)c1c(C)[nH]c(C(C)=NNC(=O)c2cccs2)c1C,-1%,0.7%[50 µM],0.5,77,
CCN(C(=O)COc1ccc(N(C)S(=O)(=O)c2ccc(NC(C)=O)cc2)cc1)C1CCCCC1,-7%,-0.3%,5.8,46,
CC1CC(C)CN(C(=O)c2cccc(S(=O)(=O)NCc3ccccc3)c2)C1 (stereo not given),-6%,0.6%[50 µM],1.4,51,
CC[C@]12c3[nH]c4cc(-c5ccco5)ccc4c3CCN1C(=O)[C@@H](CC(=O)NC(C)(C)C)C[C@@H]2C(=O)N1CCN(C(=O)c2ccco2)CC1,-3%,0.0%,-1.3,43,NS5 inhibitors pilot replicate=-2.7
CC(C)CC1Nc2ncnc(N3CCN(c4ccccn4)CC3)c2N(Cc2ccc(Cl)cc2)C1=O (stereo not given),-3%,3.0%,-1.3,58,
COc1ccc(NC(=O)Nc2ccc3c(c2)C(=O)N([C@H](C)CO)C[C@H](C)[C@@H](CN(C)S(=O)(=O)c2ccc(OC)cc2)O3)cc1,-17%,0.5%,3.0,63,
CCC1Nc2ncnc(N3CCOCC3)c2N(Cc2ccc(OC)cc2)C1=O (stereo not given),5%,1.6%,-0.8,57,
CC(C)NC(=O)N(C)C[C@@H]1Oc2c(NS(=O)(=O)c3ccccc3)cccc2C(=O)N([C@@H](C)CO)C[C@@H]1C,-10%,0.7%,-1.6,48,
CC(=O)c1ccc(S(=O)(=O)N(CC(=O)NC2CC2)Cc2ccc(F)cc2)cc1,1%,0.5%[50 µM],0.4,55,
O=C(c1cnccn1)N1CCN(S(=O)(=O)c2cccc(Cl)c2)CC1,2%,-1.7%,-1.8,64,
COc1ccccc1NS(=O)(=O)c1cccc(C(=O)N/N=C/c2ccc([N+](=O)[O-])o2)c1,6%,-2.1%[50 µM],3.1,71,
# Further results:
SMILES,NS5 inhibitors,K1F lysis inhibition,NTR1 agonist,NTR1 agonist cell count 20 µM,others
CN1CCN(C(=O)c2ccc(NS(=O)(=O)c3cccc([N+](=O)[O-])c3)cc2)CC1,2%,2.0%[50 µM],-0.7,67,
COc1cc(OC)cc(C(=O)NCC(=O)NCc2ccccn2)c1,-14%,0.8%[50 µM],3.5,66,
C[C@@]12C(=O)N(c3cccc(F)c3)C(=O)N1[C@@H]1c3ccccc3OC[C@@H]1[C@H]2c1ccccc1,-6%,1.3%,0.0,70,
Cc1ccccc1SCC(=O)OCC(=O)NCc1ccccc1,5%,-0.2%,-0.5,48,
NS(=O)(=O)c1ccc(N2N=C(c3ccccc3)CC2c2ccccc2Cl)cc1 (stereo not given),-8%,0.4%,14,61,NS5 inhibitors pilot replicate=-0.6
Cc1ccnc(NC(=O)CCN2C(=O)c3ccccc3S2(=O)=O)n1,4%,1.4%[50 µM],-1.3,73,
CC1CN(C(=O)COC(=O)c2ccc3ncsc3c2)CC(C)O1 (stereo not given),-4%,1.3%,5.0,39,
COC(=O)C1CCN(C(=O)COc2ccc(S(=O)(=O)N3CCOCC3)cc2Cl)CC1,-7%,-1.4%,0.8,42,
O=C(COC(=O)/C=C/c1c(F)cccc1Cl)NCC1CCCO1 (stereo not given),-2%,0.7%[50 µM],1.1,64,
Cc1ccc([C@@H]2CC=C(C(=O)O)[C@H](c3cccc(Cl)c3)N2S(=O)(=O)c2ccccc2C)cc1,15%,0.0%,6.1,65,NS5 inhibitors pilot replicate=5.2

# Gathered by group, the entries above with fluorine
SMILES,NS5 inhibitors,K1F lysis inhibition,NTR1 agonist,NTR1 agonist cell count 20 µM,others
CCN(CC)CCCN=C1N[C@@H](c2cccc(C(F)(F)F)c2)C(C(=O)OC)=C(C)N1CC,-5%,0.1%,3.5,58,
C=CC[C@@H](CC(=O)N(CCO)Cc1ccccc1)C(=O)N[C@H](COC(=O)[C@@H](CC=C)Cc1ccc(F)cc1)Cc1ccccc1,-11%,-1.3%,7.8,46,
O=C(COC(=O)/C=C/c1cc(Br)ccc1F)NC1CC1,5%,-0.8%,1.6,55,
CCN(C[C@H]1N[C@@](CC)(C(=O)OC)[C@H]2C(=O)N(C)C(=O)[C@@H]12)C(=O)Nc1ccc(F)cc1,-1%,0.3%,-1.8,46,NS5 inhibitors pilot replicate=-2.8
CCOC(=O)CCCCCC(=O)Nc1ccc2c(c1)CC(=O)N([C@@H](C)CO)C[C@@H](C)[C@@H](CN(C)C(=O)Nc1ccc(C(F)(F)F)cc1)O2,-6%,4.9%,-0.3,59,
Cc1ccc(-c2csc(NCCn3c(C)nc4cc(C(F)(F)F)ccc43)n2)cc1,14%,4.3%,9.0,47,
O=C(COC(=O)c1ccc(F)c(S(=O)(=O)N2CCOCC2)c1)c1ccc(Br)cc1,-12%,0.7%[50 µM],-0.7,81,
CC(=O)c1ccc(S(=O)(=O)N(CC(=O)NC2CC2)Cc2ccc(F)cc2)cc1,1%,0.5%[50 µM],0.4,55,
C[C@@]12C(=O)N(c3cccc(F)c3)C(=O)N1[C@@H]1c3ccccc3OC[C@@H]1[C@H]2c1ccccc1,-6%,1.3%,0.0,70,
O=C(COC(=O)/C=C/c1c(F)cccc1Cl)NCC1CCCO1 (stereo not given),-2%,0.7%[50 µM],1.1,64,
